# Pf Dd2 growth: qHTS Primary assay for Inhibitors of Plasmodium falciparum Dd2 growth in vitro | Potency, µM (doses to about 28.9 µM), inactives show top-dose activity, negative = inhibition, hits mostly inhibitors | P. falciparum Dd2 growth, SYBR Green, 72 h | AID 1347417, 2020 | hit rate 4.3% among 120,000; active = well fitted inhibition curve with a large enough effect; inconclusive = small, poorly fitted or top-dose-only effect; inactive = no such curve, though single readings can be large or run the other way;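 also: plate controls were DMSO vehicle for no effect and reference drug for full effect; nearly all actives have a fitted effect of over 65% in size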
#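 Readout: SYBR Green fluorescence, 485 nm excitation, 535 nm emission, after ~16 h lysis at 37C. Before that, Dd2-infected red cells (2.5% hematocrit) grew 72 h with compound, 29 uM top final concentration.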
# * marks the source's active call; other numbers are inactive results; i = inactive; ? = inconclusive; [ ] = dose if it differs, or a comment. Potency is read from the fitted curve at half-maximal effect.
Molecule,Pf Dd2 growth
O=C(c1ccc(Cl)cc1)N1CC2(CCN(C3COC3)CC2)Cc2ccccc21,10%
O=C(c1cccc(OC2CN(Cc3cccc(F)c3F)C2)c1)N1CCOCC1,?
CCCCCNC(=O)Cc1csc2nc(C)c(-c3cc(C)n(-c4ccccc4CC)n3)c(=O)n12,-19%
CCOC(=O)c1[nH]c2ccccc2c1NC(=O)c1ccccc1OCC,-16%
O=C(CCc1nc2ccccc2s1)N1CCC(c2noc(-c3ccccn3)n2)C1 (stereo not drawn),-22%[5.79 µM]
Cc1ncc(CO)c2c1Oc1nc(-c3ccccc3)nc(SCC(=O)Nc3cccc(C(F)(F)F)c3)c1C2,i
CCOC(=O)c1[nH]c(C)c(CCC(=O)Nc2ccccc2OCC)c1C,?
Cc1ccc(C(=O)NCc2nc(-c3ccccc3)no2)cc1N1CCNC1=O,-23%
O=C(Nc1ccc(Br)c(Cl)c1)c1ccc(C(=O)Nc2ccc(Br)c(Cl)c2)cc1,9%
O=C1CO[C@H]2CN(Cc3ccccn3)C[C@H]2N1,i
COc1ccc(C(=O)N2CCCCCNC(=O)[C@@H]3CCCC[C@@H]32)c(OC)c1,-2%
Cc1cccc(CSc2nc3cc(C(=O)NC4CCCC4)ccc3c(=O)n2Cc2ccccc2)c1,18%
Cc1ccc(Cn2c(=O)n(CCCC(=O)NCc3ccccc3Cl)c(=O)c3ccccc32)cc1,-6%
COc1ccc(CSc2nc3ncccc3[nH]2)cc1,?
O=C(Cn1cc(SCc2ccccc2)c2ccccc21)N1CCCCCC1,?

# A second format for part of the listing above.
> Cc1cccc(CSc2nc3cc(C(=O)NC4CCCC4)ccc3c(=O)n2Cc2ccccc2)c1
  Pf Dd2 growth = 18%
> CCCCCNC(=O)Cc1csc2nc(C)c(-c3cc(C)n(-c4ccccc4CC)n3)c(=O)n12
  Pf Dd2 growth = -19%

# Returning to the listing; the seven compounds before the break are reprinted first.
Molecule,Pf Dd2 growth
O=C(Nc1ccc(Br)c(Cl)c1)c1ccc(C(=O)Nc2ccc(Br)c(Cl)c2)cc1,9%
O=C1CO[C@H]2CN(Cc3ccccn3)C[C@H]2N1,i
COc1ccc(C(=O)N2CCCCCNC(=O)[C@@H]3CCCC[C@@H]32)c(OC)c1,-2%
Cc1cccc(CSc2nc3cc(C(=O)NC4CCCC4)ccc3c(=O)n2Cc2ccccc2)c1,18%
Cc1ccc(Cn2c(=O)n(CCCC(=O)NCc3ccccc3Cl)c(=O)c3ccccc32)cc1,-6%
COc1ccc(CSc2nc3ncccc3[nH]2)cc1,?
O=C(Cn1cc(SCc2ccccc2)c2ccccc21)N1CCCCCC1,?
CCc1ccc(NC(=O)c2nc3nc(C)cc(C(F)F)n3n2)cc1,-7%
Cc1ccc(S(=O)(=O)N(CC(=O)NCCSc2ccc(Cl)cc2)c2cccc(Cl)c2)cc1,i
Cc1cc(C[C@@H]2COC[C@@H]2NC(=O)c2cnn3cc(CCO)cnc23)on1,8%
Cc1cccc(C(=O)N2CC(=O)N(C3CCCCC3)CC(OCc3ccccc3)C2)n1 (stereo not drawn),5%
COc1ccccc1C(=O)NCCn1cc(SCc2ccc(C)cc2)c2ccccc21,?
CNc1ncccc1C(=O)N1CCCC2(C=Cc3ccccc3O2)CC1 (stereo not drawn),15%
COc1ccccc1CNC(=O)c1cnc(N(C)C)nc1,35%[activator]
Cc1cccc(OCC2(CNC3CCC3)C[C@@H](O)[C@@H](O)C2)n1 (stereo partly drawn),i
CCn1nccc1C(=O)N1CC(N(Cc2cccnc2)CC(C)C)C1,-25%
O=C(NCc1nnc2c(-c3nc(C4CC4)no3)cccn12)c1c[nH]c2ccccc12,-8%
COc1ccc(-c2nnc(SCC(=O)Nc3ccc(C)c(C)c3)s2)cc1,33%[activator]
CC(C)Oc1ccc2c(NC(=O)c3ccnn3C)nn(Cc3ccccc3)c2c1,?
COc1ccc(OC)c(CN2CCC3(CC2)CC3C(=O)N(C)CCOc2ccc(C)cc2)c1 (stereo not drawn),-5%
COCC[C@]1(O)CCN(S(=O)(=O)N(C)Cc2ccccc2)C[C@H]1C,-7%
COc1ccccc1Nc1cc(C(=O)NCCCN(C)c2ccccc2)c2ccccc2n1,i
O=C1NC(C(=O)NCc2ccc(Cl)cc2)Cn2cccc21 (stereo not drawn),41%[activator]
CCC(C)Sc1oc(-c2ccco2)nc1S(=O)(=O)c1ccc(Cl)cc1 (stereo not drawn),-9%
O=C(NCC1CCCO1)c1cnc2c(c1)N(Cc1ccccc1)CCC2 (stereo not drawn),i
CN1CC(=O)N(C2CCNCC2)Cc2c(NCC(C)(C)C)ncnc21,?
CC(=O)c1cccc(NC(=O)c2c(C)nn(-c3ccc(F)cc3)c2-n2cccc2)c1,50%[activator]
CN1C(=O)CCC2(CNC(=O)c3cn[nH]c3-c3ccc(F)cc3)CCC=C12 (stereo not drawn),-26%
COc1cc(OC)c(NC(=O)CSC2=Nc3ccccc3N=C(c3ccc(F)cc3)C2)cc1Cl,?
NC(=O)c1cc(S(=O)(=O)NCc2ccc(Br)cc2)cs1,i
CCOC(=O)C1CCC(CN(Cc2c(Cl)cccc2Cl)S(=O)(=O)c2ccc(F)c(C)c2)CC1 (stereo not drawn),-11%
COc1ccc(-c2noc(-c3ccc(N4CCC(C)CC4)c([N+](=O)[O-])c3)n2)cc1OC,7%
O=[S+]1([O-])NCC2(CCCN(Cc3cnccn3)C2)Oc2ncccc21 (stereo not drawn),16%
Cc1ccc(C)c(N2CCN(CCCNC(=O)Cn3ncc4c5ccccc5n(C)c4c3=O)CC2)c1,-26%
Cc1ccc(C)c(N2CCN(C(=O)c3cc4c(=O)n(Cc5ccccc5)ccc4nc3C)CC2)c1,?
Cc1c(C(C)NC(=O)C2(c3ccc(Cl)cc3)CCC2)cnn1-c1ccccn1 (stereo not drawn),-6%
CC1=C[C@@H](CNC(=O)N2CCOCC2)[C@H](C(C)C)C[C@H]1Cc1nc2ccccc2[nH]1,-8%[44.1 µM]
CN(CC1CCOC1)C(=O)c1cccs1 (stereo not drawn),31%[activator][5.79 µM]
CCOc1cc(CNC(=O)c2ccccc2NC(=O)c2nsc3ccccc23)ccc1OC,?
CCOc1ccc(CCNC(=O)C2=C(C)C(=O)OC23CCCCC3)cc1,31%[activator]
Cc1ccc(OCC(=O)Nc2ccc(OCc3cc(=O)n4c(C)csc4n3)cc2)cc1C,?
CC1=C(C(=O)Nc2cc(Cl)ccc2C)C(c2ccco2)n2ncnc2N1 (stereo not drawn),i
COc1ccc(OC)c(CNC(=O)C2Cn3cccc3C(=O)N2CC(C)C)c1 (stereo not drawn),i
Cc1cc(C)cc(OCC(=O)Nc2cccc(-c3nc4ccccc4[nH]3)c2)c1,?
Cc1ccc(NCc2nc3ccccc3n2CCOc2ccccc2C)cc1,?
CC1=NS(=O)(=O)N(C)C=C1C(=O)OCc1noc(-c2cccs2)n1,32%
O=S(=O)(NC[C@H]1O[C@@H](CO)[C@@H](O)[C@H]1N1CCN(c2ncccn2)CC1)c1ccccc1,-2%
C[S+](=O)([O-])N1CCCC2(C1)C(=NC1CCCCC1)NC(=O)N2c1cccnc1 (stereo not drawn),i
O=C(c1cc2ccccc2[nH]1)N1CCC2(C1)NC(=O)N(Cc1ccc(F)cc1)C2=O (stereo not drawn),?
COc1cccc(Nc2c3c(nc4nncn24)CCC3)c1,?
COc1ccccc1/C=C/c1onc(C)c1S(=O)(=O)N1CCC(C(=O)N2CCC(C)CC2)CC1,i
CCCC(=O)Nc1ccccc1-c1cccc(NC(C)=O)c1,25%
CCOc1ccc(NC(=O)CN2C(=O)COc3ccc(S(=O)(=O)NC4CCCC4)cc32)cc1,40%[activator]
Cc1ccc(C)c(-c2nn(CC(=O)Nc3cc(F)ccc3F)c(=O)c3c2CCCC3)c1,i
COC(=O)N1CCN(Cc2cc(=O)c3cc(F)ccc3[nH]2)CC1,7%
CCS(=O)(=O)c1nc(S(=O)(=O)c2ccc(C)cc2)c(NC)s1,-5%
Cc1cccc(CNC(=O)Cn2c(C)ccc(NS(C)(=O)=O)c2=O)c1,-4%
NC(=O)CN1C(=O)CO[C@H]2CN(C3CCC3)C[C@H]21,11%[44.1 µM]
COc1ccccc1C(=O)N1CCC2(CC1)C(=NC1CCCCC1)NC(=O)N2c1cccnc1,6%
COc1ccc(CN2CCNc3cc(Nc4ccccc4)ncc3C2)cc1O,i
Cc1ccc(Nc2c(-c3ccc(N(C)C)cc3)nc3nc[nH]n23)cc1,-13%
COc1ccc(N2CCN(C(=O)CCNS(=O)(=O)c3ccc4c(c3)CCN4C(=O)C3CC3)CC2)cc1,-24%
COc1ccc(NC(=O)CSc2nc3c(c(=O)[nH]2)CN(Cc2ccccc2)CC3)cc1Cl,i
O=C(CSc1nc2c(c(=O)[nH]1)CN(Cc1ccc3c(c1)OCO3)CC2)Nc1ccc(F)c(F)c1,81%[activator]
CN(Cc1ccc(F)cc1)Cc1ccc(-c2ccccc2)cc1,-11%[44.1 µM]
Cc1cnc(CC2CCCN(S(C)(=O)=O)C2)n1C(C)C (stereo not drawn),-2%
Cc1noc(-c2cn(C3CCCN(C(=O)c4ccc(F)cc4)C3)nn2)n1 (stereo not drawn),-1%

# Other results follow.
Molecule,Pf Dd2 growth
C#CCn1cnc2c(cnn2-c2ccc(F)cc2)c1=O,6%
Cc1cc(-c2cn(C)c(=O)n3cc(COc4ccccc4)nc23)ccn1,?
O=C(Cc1ccc(F)cc1F)N1CCN(Cc2ccccc2)CC(O)C1 (stereo not drawn),?
Cc1cccc(-c2noc([C@@H]3Cc4nc[nH]c4CN3C(=O)COCC(=O)O)n2)c1,0%[44.1 µM]
Cc1ccccc1NC(=O)Cn1c(=O)n(Cc2ccco2)c(=O)c2ccc(C(=O)NC3CCCC3)cc21,-3%
O=C1NCCCCCN(C(=O)CCCc2ccccc2)[C@H]2CCCC[C@@H]12,-25%
CC1CCN(S(=O)(=O)c2ccc3c(c2)CCN3C(=O)Nc2ccc(Br)cc2F)CC1,23%
CCn1ccc(C(=O)N2CCN(c3cc(-c4ccc(Cl)cc4)[nH]n3)CC2)n1,?
O=C(CN1C=NS(=O)(=O)c2ccccc21)Nc1ccccc1F,21%[0.594 µM]
COc1cccc(CN(C)C(=O)c2cn(Cc3ccc(Cl)cc3)nn2)c1,-13%
CS(=O)(=O)N(C1CCOCC1)C1CN(C(=O)COc2ccccc2)C1,-19%
CCOCCOC1CCN(C(=O)C2(S(=O)(=O)c3ccc(Cl)cc3)CC2)CC1,i
Cc1cccc(C(=O)N2CCC3(CC2)c2nccn2-c2ccccc2CN3C)c1,25%[5.79 µM]
CC(C)(C)C(=O)Nc1cnc(-c2cccnc2)nc1,i
CCCc1cc(CNC(=O)c2ccc(N3C[C@@H](C)O[C@@H](C)C3)nc2)on1,-3%
CCNc1ncc(CN2CCN(c3ccncc3)CC2)cn1,-9%
COc1ccccc1NC(=O)c1cc2c(N3CCSCC3)nc(C)cn2n1,-2%
Cc1ccc(-c2nnc(C3CN(C(=O)C(C)C)CC34CCOCC4)o2)cc1 (stereo not drawn),1%
O=C(NC1CCCCC1)C1CN(S(=O)(=O)c2ccccc2Cl)CC12CCOCC2 (stereo not drawn),?
Cc1cc(C(=O)N2CCC3(CCCN(C4CCOCC4)C3=O)C2)no1 (stereo not drawn),3%
CCOc1ccc2nc(NC(=O)c3cccn(Cc4ccccc4C)c3=O)sc2c1,19%
CCNC(=O)CC1C(=O)N(c2ccc(C)cc2)C(=O)N1Cc1ccc(C)cc1 (stereo not drawn),-15%
CCOC(=O)c1c(NC(C)=O)c2c3c(sc2n1Cc1nc(-c2ccccc2C)oc1C)CCCC3,18%
COc1ccc(-c2nc(C3CC(=O)N(c4ccc(F)cc4)C3)no2)c(OC)c1 (stereo not drawn),?
Cc1ccc(NC(=O)Cn2c(N3CCc4ccccc4C3)nc(C)cc2=O)c(C)c1,31%[activator]
Cc1ccc(S(=O)(=O)Cc2nc(-c3ccc(C(=O)NCc4ccccc4)cc3)oc2C)cc1,-1%
COc1ccc(N2CC(NC(=O)C3CCCCC3)CC2=O)cc1 (stereo not drawn),52%[activator]
O=C1[C@H]2CN(Cc3cccc(Br)c3)C[C@H]2C(=O)N1Cc1ccc2c(c1)OCO2,1%
CCCCC12CN3CC(C)(CN(C1)C3c1ccc(O)c(OC)c1)C2=O (stereo not drawn),8%
Cc1ccc2c(CC(=O)N3CCOc4ccc(CN5CCOCC5)cc4C3)cc(=O)oc2c1,i
COc1ccc(C(=O)NC[C@H]2O[C@@H](CO)[C@@H](O)[C@H]2N2CCc3ccccc3C2)cc1,-25%
Cn1c(CO)nnc1C1CCN(c2ncncc2C(=O)O)CC1,-12%
O=C1[C@@H]2C[C@@H](CN2C(=O)c2cccnc2)Oc2ccccc2N1Cc1ccc(OC(F)(F)F)cc1,?
COc1ccccc1C(=O)Nc1c(C(=O)N2CCN(c3ccccc3F)CC2)oc2ccccc12,?
COCCNc1nc2cc(-c3nc(-c4cccnn4)no3)ccc2n1C,6.3µM*
O=C(NC[C@H]1O[C@H](Cc2cc(-c3ccccc3)on2)CC[C@@H]1O)C1CCC1,?
COc1ccc(CCNC(=O)C2(C)CCOCC2)cc1,10%[44.1 µM]
COC(=O)C(C)NC(=O)N1CCN(c2nnc(C)c3c(C)n(-c4ccc(Cl)cc4)nc23)CC1 (stereo not drawn),i

# Bioassay records from PubChem.

# This is a subset. The share of hits here may be higher or lower than overall.
